# PV pol inh: poliovirus RdRp elongation inhibitors, primary screen, biochemical, fluorescence polarization, total intensity; Genome polyprotein (Poliovirus type 1 (strain Mahoney)), P03300; poliovirus polymerase elongation; stronger effect = lower value; % elongation, % (compound at 16.7 µg/mL); 150,000 compounds, 0.66% hits; in the data active = % elongation below about 90%; note: some results filed as inactive read as strong as hits
# Target sequence (P03300 1749-2209 limits assumed): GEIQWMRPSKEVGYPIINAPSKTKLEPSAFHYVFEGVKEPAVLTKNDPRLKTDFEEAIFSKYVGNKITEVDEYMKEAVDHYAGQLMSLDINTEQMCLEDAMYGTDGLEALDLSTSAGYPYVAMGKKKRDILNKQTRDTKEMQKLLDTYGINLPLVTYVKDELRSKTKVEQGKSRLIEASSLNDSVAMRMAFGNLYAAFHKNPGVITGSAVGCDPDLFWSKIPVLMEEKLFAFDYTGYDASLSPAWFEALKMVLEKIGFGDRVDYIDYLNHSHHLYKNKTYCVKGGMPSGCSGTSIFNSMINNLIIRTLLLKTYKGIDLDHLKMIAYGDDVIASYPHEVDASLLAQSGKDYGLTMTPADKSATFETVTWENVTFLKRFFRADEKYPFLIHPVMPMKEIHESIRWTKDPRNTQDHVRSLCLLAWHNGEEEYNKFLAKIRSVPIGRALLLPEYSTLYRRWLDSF
# PV pol inh FP z-score: recorded beside PV pol inh, whose call it bears; z-score; measured here: FP z-score; hits read low
# Numbers without * were called inactive; & = joins results of further samples. This is a subset (hit frequency here may not be typical).
canonical_smiles,PV pol inh,PV pol inh FP z-score
CC1=C(C#N)C(=O)NC(=O)/C1=C\c1ccc(-c2ccc(S(N)(=O)=O)cc2)o1,103,0.6
CSc1ccccc1C(=O)NCc1ccc2c(c1)OCO2,100,-0.6
N/C(=N/OC(=O)c1ccccc1)c1ccccn1,102,0.2
CCOc1ccc(CNCCNC(=O)c2nonc2N)cc1,109,0.6
O=c1c(-c2nnnn2-c2ccc(Cl)cc2)c[nH]c2ccccc12,103,0.4
OCc1nc2ccccc2n1Cc1ccc2ccccc2c1,99,-0.1
Cn1c(=O)n(C)c2cc(Nc3nc4ccc(Cl)cc4n4nnnc34)ccc21,102,0.2
CCC(=O)OCc1cc(=O)n2nc(C3CC3)sc2n1,109,0.5
CC(Sc1ncnc2c1cnn2-c1ccccc1)C(=O)NC(N)=O (configuration not stated),103,-0.1
COc1cc(C(=O)N2CCC(c3ccncc3)CC2)cc(OC)c1OC,109,0.6
Cc1cc(/C=N\NC(=O)COc2cccc3cccnc23)c(C)n1-c1cccnc1,102,0.1
CC1Cc2cc(C(=O)CSc3nnc(Cc4cccs4)n3C)ccc2N1S(C)(=O)=O (configuration not stated),96,-0.9
CC(Sc1nncs1)C(=O)N1c2ccccc2CC1C (configuration not stated),100,-0.3
CCN(c1ccccc1)S(=O)(=O)c1ccc2[nH]cc(C(=O)N3CCC(C)CC3)c(=O)c2c1,101,-0.4
COc1ccc(C(=O)CSC2=NCCc3ccccc32)cc1,77*,-5.2*
Cc1ccnc(SCC(=O)N2CCc3ccccc3C2)n1,101,0.1
CCOC(=O)C1CCN(/C(C)=C2/C(=O)N(c3nc4ccccc4[nH]3)N=C2C)CC1,102,0
CNC(=S)NCCc1c[nH]c2ccc(OC)cc12,103,0.3
S=C1NC(c2ccccc2)=NCN1c1ccc(Cl)cc1,104,0.5
O=C(Cn1ccc2cc(S(=O)(=O)N3CCCC3)ccc21)NCc1ccc(Cl)cc1,108,0
CSc1nc(N2CCCCC2)c2c(c1C#N)CCCC2,105,1.1
Cc1cc(C(=O)Nc2ccc3c(c2)OCCO3)cs1,101,0.2
CCC1=NC(c2ccccc2OC)N(O)C1(C)C (configuration not stated),103,0.4
COc1ccccc1NC(=O)CSc1c2c(nc3ccccc13)CCC2,99,-1
O=C(NCCc1ccc(Cl)cc1)c1ccc(CSCc2ccc(Cl)cc2)o1,113,0.5
CC1CCN(S(=O)(=O)c2ccc(F)c(F)c2)CC1,102,0
COc1ccc(NC(=O)C2=C(C)Nc3nc(SCc4ccc(Cl)cc4)nn3C2c2cccc(OC)c2OC)cc1 (configuration not stated),113,0.5
COc1ccc(C(=O)Sc2nnc(-c3cccs3)n2-c2ccccc2)cc1,98,-0.3
COc1ccccc1NC(=O)Cn1c(=O)n(CC2CCC(C(=O)NCCc3ccccc3)CC2)c(=O)c2ccccc21 (configuration not stated),110,0.5
Cc1ccc(-c2cc(NC(=O)CN(C)CC3COc4ccccc4O3)on2)cc1 (configuration not stated),102,-0.2
CCOc1ccccc1CNC(=O)CSc1n[nH]c(-c2ccccc2)n1,109,0.1
O=C(CN1CCCc2ccccc21)NCc1ccccc1Cl,107,0.4
NN=C(c1ccccc1)c1ccccc1,101,0.4
CCOC(=O)c1cc(Br)ccc1OCc1ccccc1Cl,100,-0.2
CCCCn1c(=O)c2oc3ccccc3c2n(Cc2cccc(F)c2)c1=O,110,0.7
Cc1cc2cc(CNC(=O)C3CCCCC3)ccc2n1C,104,0.9
CCCc1cc(C(=O)NCc2ccco2)no1,101,0
CCOCCn1ccc2c(OCC(=O)Nc3ccc(C(N)=O)cc3)cccc2c1=O,103,-0.8
COc1ccc(NC(=O)c2cc(C3CC3)nc3c2c(C)nn3-c2ccccc2)c(OC)c1,101,-1.5
CCCN(CC1CC1)C(=O)CSc1nnc(-c2ccco2)n1N,99,-0.1

# Part of the list above, set out differently.
# Order of results: PV pol inh	PV pol inh FP z-score
> COc1ccccc1NC(=O)CSc1c2c(nc3ccccc13)CCC2
    99	-1
> O=C(NCCc1ccc(Cl)cc1)c1ccc(CSCc2ccc(Cl)cc2)o1
    113	0.5
> CC1CCN(S(=O)(=O)c2ccc(F)c(F)c2)CC1
    102	0
> COc1ccc(NC(=O)C2=C(C)Nc3nc(SCc4ccc(Cl)cc4)nn3C2c2cccc(OC)c2OC)cc1 (configuration not stated)
    113	0.5
> COc1ccc(C(=O)Sc2nnc(-c3cccs3)n2-c2ccccc2)cc1
    98	-0.3
> COc1ccccc1NC(=O)Cn1c(=O)n(CC2CCC(C(=O)NCCc3ccccc3)CC2)c(=O)c2ccccc21 (configuration not stated)
    110	0.5
> Cc1ccc(-c2cc(NC(=O)CN(C)CC3COc4ccccc4O3)on2)cc1 (configuration not stated)
    102	-0.2

# (listing goes on)
canonical_smiles,PV pol inh,PV pol inh FP z-score
Cc1cccc(-c2nc3c(c(=O)[nH]2)Cc2ccccc2O3)c1,100,-1.1
COc1ccccc1-c1nnc(C2CCN(S(=O)(=O)c3ccc(S(=O)(=O)N4CCCCCC4)cc3)CC2)o1,99,-0.1
c1cnc(Oc2ccc3oc4ccccc4c3c2)nc1,101,0
O=C(Nc1ccc(OC(F)(F)F)cc1)Nc1cc(-c2ccccc2)[nH]n1,108,0.8
Cc1ccccc1NC(=O)Cn1nnc(C(=O)NCCc2ccccc2)c1N,112,0.8
Cc1ccc(NC(=O)CN2C(=O)CCc3ccccc32)cc1C,98,-1.8
FC(F)(F)Oc1ccccc1C=Nc1ccc(Cl)cc1,102,-0.1
CN(Cc1ccccc1)C(=O)COC(=O)C1COc2ccccc2O1 (configuration not stated),103,-0.1
CC(=O)Oc1c(I)c(=O)n(C)c2ccccc12,108,0.7
Cc1ccc(C)c(C(=O)CSc2nc3nc(C)cc(C)c3c(=O)[nH]2)c1,100,-0.4
COc1ccc(/C=C/C(=O)Nc2ccn(-c3ccccc3)n2)cc1,99,-0.9
CCC1(C)CC(=O)NC1=O (configuration not stated),98&102,-0.6&0.5
Cc1csc2nc(-c3cccc(NC(=O)c4cccc(F)c4)c3)cn12,114,1.4
COc1ccccc1N1CCN(CC(O)COc2ccc(C)cc2C(C)(C)C)CC1 (configuration not stated),101,-1.1
COc1ccccc1CNC(=O)Cn1c(=O)oc2ccccc21,106,0.3
O=C1CCCN2N=C(SCc3cccc(C(F)(F)F)c3)SC2=N1,101,0
COc1ccccc1NC(=O)c1ccc(C(=O)c2ccccc2)o1,100,-0.1
CC1(C)OC(c2ccncc2)OC1(C)C,101,-0.1
CCc1[o+]c(-c2ccccc2)cc2c1CCCC2,99,-0.5
COc1ccc(-c2nc3nnc(C)n3[nH]2)c(OC)c1,105,0.3

# Shown as labelled records: entries from further up
CCC1(C)CC(=O)NC1=O (configuration not stated)
  PV pol inh: 98&102
  PV pol inh FP z-score: -0.6&0.5

CSc1nc(N2CCCCC2)c2c(c1C#N)CCCC2
  PV pol inh: 105
  PV pol inh FP z-score: 1.1

# More compounds
canonical_smiles,PV pol inh,PV pol inh FP z-score
Cc1cc(-n2c(C)cc(C(=O)COC(=O)c3sccc3C)c2C)no1,101,-0.2
COc1cc2[nH]c(=O)n(/N=C/c3ccc(O)c(Br)c3)c(=O)c2cc1OC,105,0.3
NC(CC(=O)O)c1ccccc1 (configuration not stated),102,0.1
C=CCN1Cc2c(sc3c2CCCC3)N(C(=O)c2ccccc2)C1,105,0.7
COc1cccc(NC(c2nnc(-c3ccccc3)o2)c2ccc(F)cc2Cl)c1 (configuration not stated),106,0.3
O=C(O)C1(Cc2nc3ccccc3s2)CCCC1,100,-0.2
COCCc1nn2c(=O)cc(COC(=O)COc3ccccc3C)nc2s1,112,1.2
Cc1ccccc1C(=O)Nc1nc2nc(C)c(C)c(=O)n2[nH]1,98,-1.9
N#CC1(c2ccccc2)CCC(NCCCn2cnc3ccccc32)CC1 (configuration not stated),93,-1.2
CCOC(=O)c1c(C)nn(-c2ncccc2NC(=O)CCC(=O)O)c1C,106,0.5
CC1=C(c2ccc(Cl)cc2)S(=O)(=O)N=C1N1CCN(c2cccc(C)c2)C(C)C1 (configuration not stated),103,-0.9
COC(=O)C1=C(O)/C(=C\c2ccc(CNS(=O)(=O)c3ccccc3)o2)N=C1C,102,0.1
N#Cc1c(Nc2ccccc2)[nH]c(=O)[nH]c1=O,106,0.4
O=C(NC1CCN(C(=O)C2CCC2)CC1)C1CCCCC1,106,0.4
Cc1sc2nc(CSc3ncnc4sccc34)[nH]c(=O)c2c1C,51,-8.7
COc1ccc(-n2nc3c(N4CCCC(C(=O)NCc5cccc(F)c5)C4)nnc(C)c3c2C)cc1 (configuration not stated),124,3.3
O=S(=O)(NCc1ccccc1Cl)c1cccc(S(=O)(=O)N2CCOCC2)c1,101,-0.1
COC(=O)c1ccccc1NC(=O)c1cccc(C)c1,103,1.3
CSc1nc(/N=C/N(C)C)nn1CCC#N,108,0.6
c1ccc(N2CCN(CN3CCN(c4ccccc4)CC3)CC2)cc1,104,0.6

# Four structures already listed, arranged by number of heavy atoms, smallest number first.
canonical_smiles,PV pol inh,PV pol inh FP z-score
O=C(NC1CCN(C(=O)C2CCC2)CC1)C1CCCCC1,106,0.4
COc1cc2[nH]c(=O)n(/N=C/c3ccc(O)c(Br)c3)c(=O)c2cc1OC,105,0.3
COC(=O)C1=C(O)/C(=C\c2ccc(CNS(=O)(=O)c3ccccc3)o2)N=C1C,102,0.1
COc1cccc(NC(c2nnc(-c3ccccc3)o2)c2ccc(F)cc2Cl)c1 (configuration not stated),106,0.3

# (list continues)
canonical_smiles,PV pol inh,PV pol inh FP z-score
CCc1nnc2sc(-c3ccc(NC(=O)c4cccnc4)cc3)nn12,100,-0.4
COc1ccc(-c2nc3ccc(NS(=O)(=O)c4ccc(C)cc4)cc3o2)cc1,109,0.2
CCOC(=O)c1cnc2c(c(C)nn2C)c1N1CCC(n2cccc2)CC1,100,-0.2
Cc1ccc(CN(Cc2ccco2)C(=O)c2ccc(Cl)cc2)o1,105,-0.2
CC(=O)N1CCc2cc(Br)cc(S(=O)(=O)CC(=O)N3CCc4ccccc43)c21,100,-0.3
COc1ccccc1CNC(=O)CSC1=Nc2ccccc2N=C(c2ccc(F)cc2)C1,99,-1.8
O=S1(=O)CCn2c(ncnc2=Nc2cccc(C(F)(F)F)c2)N1,99,-0.4
O=C(CCCc1ccccc1)Nc1ccc(C(=O)O)cc1,99,-0.2
COc1ccccc1CNc1ccc(O)cc1,100,-0.8
CCOC(=O)c1cnc2ccc(Cl)cc2c1Nc1ccc(OCC)cc1,102,-0.9
COc1cccc(CN2CCN(C(=O)c3cccs3)CC2)c1,102,0.1
Cc1ccc(NC(=O)CCS(=O)(=O)c2ccc(Br)cc2)c(C)c1,102,0
COc1ccccc1CNC(=O)CCCN1C(=O)CCn2nc(-c3cn(C)c4ccccc34)cc21,104,-0.7
COCCCNC(=O)CSc1nc2ccccc2c(=O)n1Cc1ccco1,108,0.5
CCc1ccc(O)c(C(=O)c2cnc3cc(-c4ccc(C)cc4)nn3c2)c1,106,0.4
NC1=NC(c2ccccc2)C(C(=O)c2ccccc2)N1 (configuration not stated),107,0.4
CCn1c(-c2cccs2)nn(CN2CCN(S(=O)(=O)c3cccs3)CC2)c1=S,105,0.4
CCC1(C)NC(=O)N(/N=C/C(C)=C/c2ccccc2)C1=O (configuration not stated),107,0.6
C=CCSc1nc(N)c(C(=O)Nc2ccccc2C)cc1C(N)=O,99,-0.6
COc1ccc(-c2nc3cc(N=Cc4cccc(OC)c4O)ccc3o2)cc1,102,0.1
Cc1ccc(CNC(=O)Nc2ccccc2)n1C,104,0
N#Cc1ccc(C#CCOC(=O)Nc2ccc(Cl)cc2)cc1,106,0.4
C/C(=C\C(=O)Nc1ccc(Cl)cc1)N1CCN(c2ccccc2F)CC1,105,0.3
O=C(NNC1=NCCC1)c1cccc(S(=O)(=O)N2CCOCC2)c1,102,0.2
Cc1ccc(NC(=O)CN2C(=O)COc3ccc(S(=O)(=O)N4CCCCCC4)cc32)cc1C,111,-0.4
COc1ccc2c(c1)C=CC(C1C(=O)c3ccccc3C1=O)N2 (configuration not stated),105,1.9
CC(Oc1ccccc1)C(=O)Nc1nc2ccccc2s1 (configuration not stated),99,-0.2
CC1=C(C(=O)Nc2cccc(Cl)c2)C2(CCCCCC2)OC1=O,102,-0.1
COC(=O)c1ccc(/C=N/NC(=O)CSc2nnc(C)n2-c2ccccc2)cc1,101,0.3
CC1CCN(Cn2c(=S)n(CN3CCC(C)CC3)c3ccccc32)CC1,102,0.2
CNc1nc(C)c(C(=O)OCC(=O)OC)s1,102,0.2
CSc1ncccc1C(=O)OC1CCOC1=O (configuration not stated),106,0.5
Cc1oc(-c2ccc3c(c2)OCCO3)cc1C(=O)NC(C(=O)O)C(C)C (configuration not stated),99,-0.3
CNC(=O)COc1coc(CN2CCN(Cc3ccccc3)CC2)cc1=O,101,-0.4
CCOC(=O)c1c(SC)nc2c(C(F)(F)F)cccc2c1N1CCCC1,101,-0.5
O=C(CSCC(=O)Nc1nc(-c2cccs2)cs1)Nc1nccs1,103,0.6
COc1ccc(CNC(=O)CCCN2C(=O)CCn3nc(-c4cn(C)c5ccccc45)cc32)cc1,104,-0.6
COC(=O)c1cccc(S(=O)(=O)N2CCOCC2)c1,100,-0.6
CCOC(=O)c1ccc(NC(=O)c2ccc3c(c2)NC(=O)c2ccccc2S3)cc1,109,1
Cc1ccc(NC(=O)CN2C(=O)CN=C(c3ccccc3)c3ccccc32)cc1Cl,102,-0.6
CCOC(=O)c1cc(C(=O)/C=C/N(C)C)on1,110,1.6
O=C1CC(Sc2nnc3ccccn23)C(=O)N1CCc1ccccc1 (configuration not stated),96,-0.3
CCOC(=O)c1noc2nc(C)n(CC(=O)NC(C)CC)c(=O)c12 (configuration not stated),103,-0.9
Nc1ccc(C(=O)OCc2nc3cc4ccccc4cc3[nH]2)cc1,102,0.2
Cc1cc(C(F)(F)F)nn1-c1nc(-c2ccccc2)cc(C(F)(F)F)n1,102,-0.8
COC(=O)c1cn(Cc2ccccc2C#N)c2ccccc12,100,-0.1

# Source: PubChem
